High-throughput results as filed in PubChem BioAssay.
Her2 expr inh = Her2 kinase expression inhibition; SKBR-3 HER2 protein level, AlphaScreen, 18-24 h; active compounds read low; P04626; AID 645; 65,000 compounds, 0.69% hits; HER2 level % of control, % at 10 µM;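 active means HER2 level under 5% of the carrier-only control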;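 further: 100% = DMSO carrier and 0% = 500 nM PU-H71 HSP90 inhibitor; lower value means stronger loss of Her2 protein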
PKA kinase inh = PKA (human) kinase inhibition; P17612; PKA Kemptide phosphorylation, Kinase-Glo ATP luminescence; inhibition, % at 6 µM; 65,000 compounds, 0.1% hits; AID 524;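 active means inhibition above the screen-wide mean inhibition plus 3 SD, cut at about 21% in these data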; further: many of its hits are not listed in these tables
ROCK2 inh = inhibitors of human Rho kinase 2; O75116; inhibition, % at 6 µM; AID 604; 60,000 compounds, 0.35% hits; purified ROCK2, Kinase-Glo ATP depletion luminescence;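 active means inhibition above the screen-wide mean inhibition plus 3 SD, cut at about 18% in these data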;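 further: plate controls were DMSO wells for no effect and Y-27632 control wells after no-enzyme background subtraction for full effect; many of its hits are not listed in these tables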
CatB mix inh = human cathepsin B inhibition by mixtures | P07858 | Purified cathepsin B, AMC dipeptide fluorescence, compound mixtures | inhibition, %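 (ten-compound pools at 5 µM per compound and 50 µM total)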 | 62,000 compounds, 0.06% hits; in the data active means inhibition above about 22%, passing the limit was not always enough;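 further: 0% = enzyme without compound and 100% = no enzyme blank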
CatG inh = inhibitors of human cathepsin G | P08311 | purified enzyme, AMC-tetrapeptide fluorescence, pooled mixtures | inhibition, % at 5 µM (by protocol) | 62,000 compounds, 0.2% hits | AID 581;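 active means inhibition above 20% in each of the two mixture wells holding the compound; inactive means inhibition of 20% or less in either well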;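 further: 0% = enzyme control without mixture and 100% = blank lacking enzyme; strong numbers were not always called active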
Target sequence (P08311 21-244 limits assumed): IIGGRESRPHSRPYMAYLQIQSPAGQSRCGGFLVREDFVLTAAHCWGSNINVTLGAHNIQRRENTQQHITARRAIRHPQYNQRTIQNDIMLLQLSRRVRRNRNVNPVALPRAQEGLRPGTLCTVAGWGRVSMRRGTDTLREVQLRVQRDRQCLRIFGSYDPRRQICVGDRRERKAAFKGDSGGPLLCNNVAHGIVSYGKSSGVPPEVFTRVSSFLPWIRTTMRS
CatS inh = inhibitors of human cathepsin S | P25774 | recombinant cathepsin S, AMC dipeptide fluorescence, pooled mixtures | inhibition, %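 (tested at 5 µM per compound within 10-compound mixtures)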 | 62,000 compounds, 0.06% hits; in the data active means inhibition above about 32%, passing the limit was not always enough;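 further: 0% = enzyme without compound and 100% = blank without enzyme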
CatB inh = inhibitors of human cathepsin B; inhibition, %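 (tested at 10 µM)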; purified cathepsin B, fluorogenic substrate, fluorescence; AID 453; 63,000 compounds, 0.1% hits; P07858; in the data active means inhibition above about 21%;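 further: 0% = enzyme with no compound and 100% = no enzyme blank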
CatL inh = inhibitors of human cathepsin L | purified cathepsin L, fluorogenic substrate, fluorescence | inhibition, %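 (tested at 10 µM)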 | 58,000 compounds, 0.17% hits; in the data active means inhibition above about 45%;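 further: 0% = enzyme with no compound and 100% = no enzyme blank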
C1s inh = blocks human complement C1s protease activity. P09871. purified C1s, fluorogenic AMC substrate, pooled mixtures. mean inhibition % of two 10-compound mixtures (active compounds read high), % at 5 µM (by protocol). 62,000 compounds, 0.16% hits. AID 538;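 active means inhibition above 20% in each of the two 10-compound mixture wells holding the compound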;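 further: 0% = enzyme wells lacking compound mixture and 100% = no-enzyme blank wells; some compounds called inactive have numbers as strong as hits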
Target sequence (P09871 16-437 limits assumed): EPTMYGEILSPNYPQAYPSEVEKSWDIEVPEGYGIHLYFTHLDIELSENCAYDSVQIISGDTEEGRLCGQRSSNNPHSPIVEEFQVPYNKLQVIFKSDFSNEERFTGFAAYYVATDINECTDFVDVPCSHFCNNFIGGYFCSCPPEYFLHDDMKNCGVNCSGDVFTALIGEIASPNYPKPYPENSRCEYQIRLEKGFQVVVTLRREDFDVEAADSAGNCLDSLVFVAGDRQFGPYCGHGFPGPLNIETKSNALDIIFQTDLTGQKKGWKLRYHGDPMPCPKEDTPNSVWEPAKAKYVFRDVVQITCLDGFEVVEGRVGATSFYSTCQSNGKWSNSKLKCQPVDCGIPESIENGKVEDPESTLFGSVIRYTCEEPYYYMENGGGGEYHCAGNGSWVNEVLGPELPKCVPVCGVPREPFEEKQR
Target sequence (P09871 438-688 limits assumed): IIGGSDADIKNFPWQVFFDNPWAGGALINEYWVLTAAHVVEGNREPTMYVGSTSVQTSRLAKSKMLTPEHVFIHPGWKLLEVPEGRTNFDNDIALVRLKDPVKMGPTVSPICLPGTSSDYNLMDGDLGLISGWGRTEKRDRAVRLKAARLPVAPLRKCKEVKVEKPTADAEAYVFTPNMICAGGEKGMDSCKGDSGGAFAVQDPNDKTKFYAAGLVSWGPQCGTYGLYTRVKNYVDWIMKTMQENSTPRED
Numbers without * were called inactive; nt = no result given. Not all compounds are listed. The share of hits here may be higher or lower than overall.

Sample of the layout:
SMILES	Her2 expr inh	PKA kinase inh	ROCK2 inh	CatB mix inh	CatG inh	CatS inh	CatB inh	CatL inh	C1s inh
OC(COCc1ccc(Cl)cc1)CN1CC=C(c2ccccc2)CC1 (centres undefined)	104	0	-2	7	1	3	2	2	-24
CCN1c2nc3ccccn3c(=O)c2CC2(C(=O)N(C)C(=O)N(C)C2=O)C1C (centres undefined)	126	2	4	-12	-11	-21	1	-7	-62
O=C(c1cc(S(=O)(=O)N2CCOCC2)ccc1F)N1CCC2(CC1)OCCO2	99	1	4	3	-4	-4	-1	-5	1
COc1ccc(C(=O)CN2CCOCC2)cc1F	97	4	8	-3	7	10	1	-3	-5
COC(=O)c1ccccc1-n1c(C)nc2ccccc2c1=O	107	6	3	5	-1	2	0	0	1
CCN(CC)CCCN=Cc1c(O)n(CCc2ccc(OC)c(OC)c2)c(=O)[nH]c1=O	123	4	0	4	-9	12	9	11	-32
Cc1c(C(=O)N2CCC3(CC2)OCCO3)oc2ccc(S(=O)(=O)N3CCOCC3)cc12	99	-2	nt	0	2	0	2	-5	2
CC(=NCCC1=CCCCC1)c1c(O)n(C)c(=O)n(C)c1=O	119	11	5	1	-2	-3	-2	-1	-13
O=C(Cn1cc(C(=O)c2ccccc2F)c2ccccc21)NCc1ccco1	67	6	-1	-1	9	10	4	36	3
CCCOc1ccccc1C1SCC(=O)Nc2c1c(=O)[nH]n2C(C)CCC (centres undefined)	90	2	nt	4	9	-5	1	-3	-2
c1ccc(C2=NP(N3CCOCC3)(N3CCOCC3)=NC(N3CCOCC3)=N2)cc1	62	11	3	4	-1	10	6	9	-16
CCC(=NCCCN(CC)CC)c1c(O)n(C2CCCCC2)c(=O)[nH]c1=O	93	-1	0	5	12	12	-1	12	16
CCOC(=O)N(c1ccccc1)P1(=S)OCC(C)O1 (centres undefined)	104	-1	-3	2	-4	-12	-7	-4	-22
CN1C(=O)CN=C(c2ccc(Cl)cc2)c2cc(Cl)ccc21	86	0	7	50	10	nt	7	8	4
COc1ccc(C(=O)CC2C(=O)N(C)C(=O)N(C)C2=O)cc1	185	7	7	nt	nt	nt	6	8	nt
CCCCCCC(N)CC(=O)O (centres undefined)	97	8	5	4	5	-1	-3	9	4

The listing (from the top)
SMILES	Her2 expr inh	PKA kinase inh	ROCK2 inh	CatB mix inh	CatG inh	CatS inh	CatB inh	CatL inh	C1s inh
OC(COCc1ccc(Cl)cc1)CN1CC=C(c2ccccc2)CC1 (centres undefined)	104	0	-2	7	1	3	2	2	-24
CCN1c2nc3ccccn3c(=O)c2CC2(C(=O)N(C)C(=O)N(C)C2=O)C1C (centres undefined)	126	2	4	-12	-11	-21	1	-7	-62
O=C(c1cc(S(=O)(=O)N2CCOCC2)ccc1F)N1CCC2(CC1)OCCO2	99	1	4	3	-4	-4	-1	-5	1
COc1ccc(C(=O)CN2CCOCC2)cc1F	97	4	8	-3	7	10	1	-3	-5
COC(=O)c1ccccc1-n1c(C)nc2ccccc2c1=O	107	6	3	5	-1	2	0	0	1
CCN(CC)CCCN=Cc1c(O)n(CCc2ccc(OC)c(OC)c2)c(=O)[nH]c1=O	123	4	0	4	-9	12	9	11	-32
Cc1c(C(=O)N2CCC3(CC2)OCCO3)oc2ccc(S(=O)(=O)N3CCOCC3)cc12	99	-2	nt	0	2	0	2	-5	2
CC(=NCCC1=CCCCC1)c1c(O)n(C)c(=O)n(C)c1=O	119	11	5	1	-2	-3	-2	-1	-13
O=C(Cn1cc(C(=O)c2ccccc2F)c2ccccc21)NCc1ccco1	67	6	-1	-1	9	10	4	36	3
CCCOc1ccccc1C1SCC(=O)Nc2c1c(=O)[nH]n2C(C)CCC (centres undefined)	90	2	nt	4	9	-5	1	-3	-2
c1ccc(C2=NP(N3CCOCC3)(N3CCOCC3)=NC(N3CCOCC3)=N2)cc1	62	11	3	4	-1	10	6	9	-16
CCC(=NCCCN(CC)CC)c1c(O)n(C2CCCCC2)c(=O)[nH]c1=O	93	-1	0	5	12	12	-1	12	16
CCOC(=O)N(c1ccccc1)P1(=S)OCC(C)O1 (centres undefined)	104	-1	-3	2	-4	-12	-7	-4	-22
CN1C(=O)CN=C(c2ccc(Cl)cc2)c2cc(Cl)ccc21	86	0	7	50	10	nt	7	8	4
COc1ccc(C(=O)CC2C(=O)N(C)C(=O)N(C)C2=O)cc1	185	7	7	nt	nt	nt	6	8	nt
CCCCCCC(N)CC(=O)O (centres undefined)	97	8	5	4	5	-1	-3	9	4
Cc1ccc(CN2CCN(CC(=O)N3CCC4(CC3)OCCO4)C2=O)cc1	115	13	nt	5	10	2	4	12	-8
CCCCN=Cc1c(O)n(-c2c(C)cc(C)cc2C)c(=O)[nH]c1=O	136	8	6	0	-3	2	1	28	8
O=C(Nc1ccccc1OC(=O)N1CCCCC1)N1CCCCC1	95	8	4	1	0	-2	-3	6	6
O=C(Nc1cccc(Cl)c1)c1c(O)c2c(n(Cc3ccco3)c1=O)CCCC2	92	0	-2	0	-6	-5	2	-4	-12
C=CCN1C(=O)NC(=O)C(Cc2ccc(OC)c(OC)c2)C1=O (centres undefined)	113	4	4	0	10	10	5	11	10
O=c1[nH]c(=O)n(C2CCCCCC2)c(O)c1C=NC1CCN(Cc2ccccc2)CC1	78	0	0	-17	-25	-37	1	-4	-205
CN(C)C(=O)Oc1ccc(Cl)c2ccccc12	75	3	6	0	8	-5	1	0	10
c1cncc(CNC2=NCCC2)c1	86	6	4	5	3	-1	-5	-4	3
CN1CSC(=S)N(C)C1	56	nt	nt	-7	-6	-18	-1	-4	-78
CC1(C)Cc2c(sc3c2C(=O)NC(c2cccnc2)N3)CO1 (centres undefined)	66	3	nt	-7	7	4	4	-1	-21
CCC(=Nc1ccc(OC)cc1OC)c1c(O)[nH]c(=O)[nH]c1=O	71	1	0	5	12	2	3	-3	9
O=c1[nH]c2ccccc2n1CCCN1CCC(n2c(=O)[nH]c3cc(Cl)ccc32)CC1	93	0	1	-9	9	2	1	-1	-2
CCOc1ccccc1C1SCC(=O)Nc2c1c(=O)[nH]n2C(CC)CC (centres undefined)	97	-3	nt	-1	-1	0	0	19	-6
CCC(=NCCOc1ccc(Cl)cc1)c1c(O)n(C)c(=O)n(C)c1=O	121	-3	-20	nt	nt	nt	-1	0	nt
CCCn1nc2ccccc2c1P(=O)(N1CCOCC1)N1CCOCC1	84	5	6	3	11	-6	-1	-5	12
CC(=O)OC1(Cc2ccccc2)CN2CCC1c1ccccc12 (centres undefined)	129	4	9	-9	10	-8	3	7	-71
C=CCn1c(O)c(C(C)=Nc2ccc(C(=O)OCC)cc2)c(=O)[nH]c1=O	103	11	8	1	7	-7	1	nt	3
O=c1[nH]c(=O)n(Cc2ccco2)c(O)c1C=NCc1cccs1	80	-4	4	5	11	24	6	14	26
COc1cc2[nH]c(=O)n(-c3ccccc3)c(=O)c2cc1OC	102	6	8	1	9	4	6	18	11
Clc1ccc(COC(Cn2ccnc2)c2ccc(Cl)cc2Cl)c(Cl)c1 (centres undefined)	107	-3	0	-7	13	6	-1	18	3
CCN(CC)CCN=C(C)c1c(O)n(-c2ccccc2OC)c(=O)[nH]c1=O	96	0	-13	nt	nt	nt	0	9	nt
Cc1cc(C)n2nc(SCC(=O)N3CCC4(CC3)OCCO4)nc2n1	123	1	nt	4	13	19	7	nt	10
O=C(c1ccc(CNS(=O)(=O)c2ccccc2)cc1)N1CCC2(CC1)OCCO2	116	3	2	-1	11	7	2	3	5
Cc1ccc(S(=O)(=O)N2CCC(C(=O)N3CCC4(CC3)OCCO4)CC2)cc1	75	6	3	7	1	1	2	-5	-28
Cc1ccc(S(=O)(=O)Nc2cc(C(=O)N3CCC4(CC3)OCCO4)ccc2N2CCCCC2)cc1	78	4	0	4	10	11	2	20	18
Cc1cccc(N2C(=O)NC(=O)C3(Cc4cc(C)ccc4N(C)C3)C2=O)c1 (centres undefined)	86	8	1	0	9	0	5	7	13
CC(C)OCCCNC(=O)c1c(N)n(CC2CCCO2)c2nc3ccccc3nc12 (centres undefined)	101	-7	-11	1	-3	-7	1	-26	-30
CC(N)C(=O)c1ccco1 (centres undefined)	88	-1	-1	-4	-4	-7	-6	-6	-14
CCNc1ccc(P(=S)(N(C)C)N(C)C)cc1	51	-1	nt	5	-1	-12	-3	-2	2

Shown with values under each structure: two of the compounds above
Values run as follows: Her2 expr inh	PKA kinase inh	ROCK2 inh	CatB mix inh	CatG inh	CatS inh	CatB inh	CatL inh	C1s inh
C=CCn1c(O)c(C(C)=Nc2ccc(C(=O)OCC)cc2)c(=O)[nH]c1=O
    103	11	8	1	7	-7	1	nt	3
O=c1[nH]c(=O)n(Cc2ccco2)c(O)c1C=NCc1cccs1
    80	-4	4	5	11	24	6	14	26

More structures.
SMILES	Her2 expr inh	PKA kinase inh	ROCK2 inh	CatB mix inh	CatG inh	CatS inh	CatB inh	CatL inh	C1s inh
NC(=O)C1(N2CCCCC2)CCN(Cc2ccccc2)CC1	nt	6	-5	3	1	10	5	3	-42
Clc1ccc(CSC(Cn2ccnc2)c2ccc(Cl)cc2Cl)cc1 (centres undefined)	82	1	1	-6	5	-2	5	9	-2
CC1CCN2c3nc4ccccn4c(=O)c3CC3(C(=O)N(C)C(=O)N(C)C3=O)C2C1 (centres undefined)	96	0	0	-9	7	0	2	-7	-4
CCN1c2nc3c(C)cccn3c(=O)c2CC2(C(=O)N(C)C(=O)N(C)C2=O)C1C (centres undefined)	100	-2	-6	4	8	19	4	-23	-1
NC(=O)CN1CC(c2ccccc2)CC1=O (centres undefined)	106	4	6	2	10	-3	3	7	2
CCOC(=O)C1=C(N)OC(C)=C(C(=O)OCCOC)C12C(=O)Nc1ccccc12 (centres undefined)	91	10	2	-7	6	-9	-5	9	2
COc1ccc2nc(NC(=O)CCc3nc(C4=CCN(C)CC4)no3)sc2c1	50	12	4	2	-1	-8	-1	-4	0
Nc1c(C(=O)NCc2ccco2)c2nc3ccccc3nc2n1Cc1ccc(F)cc1	88	-1	-2	2	10	1	-6	-83	-29
O=C(c1ccc2nc3ccc(Cl)cc3c(=O)n2c1)N1CCC2(CC1)OCCO2	109	4	nt	0	-4	-12	-2	-23	-43
CC1(C)NCCN2C(=O)CSC21 (centres undefined)	58	5	6	2	9	4	-2	7	-7
C[C@H]1CCCC(=O)CCCCCc2cc(O)cc(O)c2C(=O)O1	57	4	3	2	-6	1	4	19	5
CCC(=Nc1ccc2c(c1)CCC2)c1c(O)n(C2CCCCC2)c(=O)[nH]c1=O	59	5	1	-3	7	5	1	18	12
CCC(=NCCO)c1c(O)n(-c2ccc(Cl)cc2)c(=O)[nH]c1=O	111	6	0	7	1	7	-1	-1	5
O=C(COc1ccccc1)N1CCN(CC2CC3C=CC2C3)CC1 (centres undefined)	69	10	4	1	-13	-5	-1	8	-26
COc1ccc(CCn2c(O)c(C=NCc3ccc4c(c3)OCO4)c(=O)[nH]c2=O)cc1OC	124	-3	1	2	-1	13	-1	4	0
CCN(CC)CCCN=Cc1c(O)n(-c2ccccc2F)c(=O)[nH]c1=O	89	5	1	-1	6	5	0	-8	-7
